Bcl-B TR3 displacers – displacers of TR3 peptide from Bcl-B, primary screen, selectivity assay for Bfl-1 inhibitor project, biochemical, fluorescence polarization. Bcl-2-like protein 10 (Homo sapiens). FP displacement of FITC-TR3 peptide from Bcl-B; higher % means a stronger effect. one-dose displacement, % at 20 µM; IC50 in µM for titrated hits. 96,000 tested, 0.11% active. AID 748, 2007;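 active = displacement above 50% at 20 µM plus a fluorescence interference ratio under 1.5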;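 also: plate controls were wells without compound for no effect and wells lacking Bcl-B protein for full effect; a part of the inactive calls stands beside numbers as strong as those of hits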
NFkB transloc pot – enhancers of NFkB p65 translocation in HUVEC – imaging, IL-1B stimulus, high-content imaging, primary screen; HUVEC IL-1B NFkB p65 nuclear translocation imaging; 94,000 tested, 0.3% active; AID 819, 2007; activation, % at 2 µM;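 active = activation above 40%, about the mean plus 3 SD, also judged a hit on visual image review; inconclusive = activation above 40% but not a hit on visual review; inactive = activation not above 40% and no visual hit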;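 also: percent activation is computed from the nuclear over cytoplasmic p65 intensity ratio; values of inactives mirror those of a sister screen read the other way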
PLAP inhibitors HTS – PLAP enzyme inhibitors, biochemical, luminescence, HTS (AID 690). Alkaline phosphatase, placental type (Homo sapiens). purified PLAP, luminescent substrate; higher % means a stronger effect. one-dose inhibition, % at 20 µM; IC50 in µM for titrated hits. 96,000 tested, 0.08% active; in the data active = a potency from the dose series; inactive = the rest, 99 in 100 with inhibition below about 30%; also: strong numbers were not always called active
MRP reversal – reversal of MRP1-mediated doxorubicin resistance, primary screen, H69AR cells, doxorubicin co-treatment; H69AR cells + 2 uM doxorubicin, CellTiter-Glo, 72 h; differential viability (reversal), % at 10 µM; AID 602, 2007; 85,000 tested, 0.04% active;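 active = viability drop by adding the cancer drug above about 55%, with treated viability meeting a 40% cutoff, limit read from the data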;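 also: viability without doxorubicin minus viability with 2 µM doxorubicin for each compound; larger differential means the compound sensitizes cells more to doxorubicin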
NFkB transloc inh – inhibitors of IL-1B driven NFkB p65 nuclear import, primary screen, imaging, HUVEC, IL-1B stimulus, high-content imaging | HUVEC IL-1B NFkB p65 nuclear translocation imaging | inhibition, % at 2 µM | 94,000 tested, 0.43% active;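 active = inhibition above about 30% together with a positive call from visual inspection of the well image, limit read from the data; inconclusive = inhibition above a set limit but visual check negative; inactive = inhibition not above a set limit, visual check negative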;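 also: nuclear over cytoplasmic p65 intensity ratio measured by imaging; 0% = IL-1B stimulated DMSO wells and 100% = unstimulated DMSO wells; values of inactives mirror those of a sister screen read the other way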
MRP reversal cytotoxicity – second read-out of MRP reversal, no call of its own (marks repeat the call); viability, %; H69AR cells, CellTiter-Glo, 72 h; measured here: cytotoxicity without doxorubicin
MRP reversal with doxorubicin – recorded beside MRP reversal, whose call it bears; viability, %; measured here: viability with 2 uM doxorubicin; stronger effect = lower value
NFkB transloc inh cell count 2 µM – second read-out of NFkB transloc inh, no call of its own (marks repeat the call); cell count; measured here: cells passing quality filter;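 raw number of nuclei counted in each imaged well without normalization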
NFkB transloc pot cell count 2 µM – also measured in NFkB transloc pot; calls as there; cell count; measured here: cells passing quality filter
* = called active by the depositor; ? = inconclusive; / = no result given. Only part of the results is shown (hit frequency here may not be typical).

Screens in order – Bcl-B TR3 displacers | NFkB transloc pot | NFkB transloc pot cell count 2 µM | PLAP inhibitors HTS | MRP reversal | MRP reversal cytotoxicity | MRP reversal with doxorubicin | NFkB transloc inh | NFkB transloc inh cell count 2 µM
- COCC(=O)NC1CC2CCCC(C1)N2Cc1ccccc1 (configuration not stated)
  -8.2% | 25.0 | 136 | -19.3% | 4.6 | 97.8 | 93.3 | -25.0 | 136
- CCN(CC)c1ccc(NC(=O)C2CCCN(S(=O)(=O)c3cnc[nH]3)C2)c(C)c1 (configuration not stated)
  -5.4% | -3.3 | 172 | -63.9% | -12.2 | 90.5 | 102.7 | 3.3 | 172
- CC(=O)SCC(=O)N=c1sc2cc(F)ccc2n1C
  -5.6% | -5.0 | 65 | 12.5% | 10.9 | 88.9 | 78.0 | 5.0 | 65
- CCc1cc2c(NCCO)ncnc2s1
  -17.3% | 5.7 | 111 | 4.8% | / | / | / | -5.7 | 111
- O=C(CCCC(=O)N(CC(=O)NC1CCCCC1)Cc1ccccc1)Nc1ccccn1
  -2.5% | -5.3 | 116 | -14.5% | 10.6 | 100.3 | 89.8 | 5.3 | 116
- COC(=O)c1cccc(NCN2C(=O)c3ccccc3C2=O)c1
  -10.4% | / | / | 4.0% | 3.3 | 93.5 | 90.2 | / | /
- COc1ccccc1NC(=O)C/C(N)=N/O
  5.3% | 6.0 | 185 | -4.5% | / | / | / | -6.0 | 185
- CCn1c(SCc2cccc(C)c2)nnc1-c1ccc(C)cc1
  -1.8% | 1.9 | 169 | 5.2% | -13.1 | 85.0 | 98.0 | -1.9 | 169
- COC(=O)Nc1ccc(S(=O)(=O)N(CCO)CCO)cc1
  -2.4% | 4.6 | 173 | 22.6% | 3.9 | 100.4 | 96.5 | -4.6 | 173
- CC(C)c1c(O)nc(SCCN(C)C)[nH]c1=O
  6.8% | 8.1 | 78 | 5.6% | 0.8 | 101.4 | 100.6 | -8.1 | 78
- COC(=O)c1cccc(NC(=O)CSc2ncn[nH]2)c1
  -11.9% | 26.6 | 101 | -3.6% | -0.5 | 101.8 | 102.3 | -26.6 | 101
- C=C(Cl)COc1ccc2c(CC)cc(=O)oc2c1
  7.0% | 2.5 | 183 | 7.8% | 13.3 | 98.8 | 85.5 | -2.5 | 183
- CCc1ccc(OCC(=O)Nc2ncc3c(n2)CC(C)(C)CC3=O)cc1
  -7.0% | 8.8 | 139 | 17.9% | -9.5 | 103.5 | 113.0 | -8.8 | 139
- O=C(NCc1n[nH]c(=S)n1-c1ccc(F)cc1)c1ccc(S(=O)(=O)N2CCCC2)cc1
  3.5% | -4.0 | 132 | -43.6% | 3.0 | 95.3 | 92.3 | 4.0 | 132
- Cc1cccc(S(=O)(=O)N(CC(=O)Nc2ccccc2C)Cc2ccco2)c1
  2.7% | 2.3 | 175 | 18.5% | -1.9 | 96.0 | 97.9 | -2.3 | 175
- Cc1ccc[n+](CC(=O)Nc2ccc([N+](=O)[O-])cc2Cl)c1
  3.2% | / | / | 11.5% | / | / | / | / | /
- FC(F)(F)c1ccccc1NC(=S)N1CCN(c2ncccn2)CC1
  -9.6% | 6.7 | 134 | 6.4% | / | / | / | -6.7 | 134
- Nc1nc(-c2ccco2)nn1C(=O)c1ccc(Cl)cc1
  -6.2% | 15.2 | 188 | -14.6% | -2.5 | 95.7 | 98.1 | -15.2 | 188
- CC1CCCC(C)N1C(=O)CSc1nc2ncnc(N)c2[nH]1 (configuration not stated)
  2.1% | 26.3 | 156 | -45.3% | -12.3 | 75.7 | 88.0 | -26.3 | 156
- CCOc1cc(C2C(C#N)=C(N)SC(N)=C2C#N)ccc1OCCN1CCOCC1
  0.0% | 2.7 | 166 | -33.9% | -12.1 | 66.5 | 78.5 | -2.7 | 166
- CO/N=C(\C)c1ncc(C(F)(F)F)cc1N1CCOCC1
  14.6% | 0.1 | 195 | -8.5% | 10.7 | 95.8 | 85.1 | -0.1 | 195
- CCc1ccc(-c2nc(-c3ccncc3)no2)cc1
  1.7% | 0.8 | 182 | -1.6% | 11.2 | 94.8 | 83.5 | -0.8 | 182
- COc1ccc(Nc2nc(C)nc3c2nnn3Cc2ccccc2)cc1OC
  / | -3.1 | 104 | / | -4.3 | 73.5 | 77.8 | 3.1 | 104
- Cc1nc(SCC(=O)NCCc2ccccc2)c2oc3ccccc3c2n1
  1.8% | 0.1 | 147 | 14.1% | 20.0 | 92.6 | 72.6 | -0.1 | 147
- COc1ccccc1-c1noc(-c2ccccc2C(=O)Nc2cccnc2)n1
  3.1% | 10.3 | 139 | 16.7% | -5.0 | 61.6 | 66.6 | -10.3 | 139
- CC(=O)Nc1c(-c2ccc(F)cc2)nc2ccccn12
  -1.5% | -3.9 | 34 | 8.9% | 9.9 | 99.6 | 89.7 | 3.9 | 34
- O=C(O)c1ccc(OCC(O)Cn2cnc3ccccc32)cc1 (configuration not stated)
  -8.8% | -3.5 | 82 | 18.1% | -2.6 | 93.7 | 96.3 | 3.5 | 82
- CSc1nnc2c(n1)OC(c1ccsc1)N(C(C)=O)c1ccccc1-2 (configuration not stated)
  0.0% | 11.5 | 171 | 0.4% | -5.0 | 93.1 | 98.1 | -11.5 | 171
- Cc1ccc(NS(=O)(=O)c2cc(C(=O)NCc3ccccn3)ccc2Cl)cc1C
  -10.2% | -10.9 | 137 | -24.5% | / | / | / | 10.9 | 137
- CCC(C)c1ccccc1NC(=O)C1CCCO1 (configuration not stated)
  -9.8% | -2.5 | 137 | 0.3% | -1.2 | 93.4 | 94.7 | 2.5 | 137
- CCC1Nc2ccccc2-c2nnc(SC)nc2O1 (configuration not stated)
  1.4% | 29.5 | 174 | -1.5% | 6.6 | 98.9 | 92.3 | -29.5 | 174
- O=C(NCC1CCCO1)Nc1ccccc1 (configuration not stated)
  7.2% | 5.4 | 74 | 21.1% | -4.6 | 94.3 | 98.9 | -5.4 | 74
- CCn1nnnc1SCC(=O)Nc1nnc(C(C)C)s1
  -3.5% | -4.9 | 191 | -21.5% | / | / | / | 4.9 | 191
- COc1ccc(NCc2nc3ccccc3n2CCOc2ccccc2)cc1
  3.6% | 20.4 | 172 | -32.0% | / | / | / | -20.4 | 172
- COc1cccc(OCC(=O)NNC(=O)c2cccs2)c1
  -3.1% | / | / | -49.6% | / | / | / | / | /
- CCOC(=O)CSc1nnc(CNC(=O)c2ccc(S(=O)(=O)N3CCCC3)cc2)n1C
  -2.7% | 2.7 | 132 | -15.7% | -18.6 | 81.3 | 99.9 | -2.7 | 132
- CCCCc1ccc(/C=C2\C(=O)c3ccccc3C(O)=C2C(=O)OCC)cc1
  0.4% | ? | / | 38.0% | / | / | / | -41.1 | 130
- Cc1cccc(NC(=O)CSc2nnc(NC(=O)CN3CCOCC3)s2)c1
  -1.3% | 20.9 | 65 | 10.8% | -18.7 | 79.3 | 98.0 | -20.9 | 65
- C=CCOc1nc2c(c(=O)n(Cc3ccc(Cl)c(Cl)c3)c(=O)n2C)n1C
  / | -8.0 | 133 | / | 6.1 | 69.0 | 63.0 | 8.0 | 133
- O=C(Nc1cccc(-c2nc3cccnc3s2)c1)c1ccco1
  0.3% | 9.1 | 94 | 22.4% | -28.5 | 40.8 | 69.3 | -9.1 | 94
- CCCNC(=O)c1n[nH]c(=O)c2ccccc12
  3.6% | 0.2 | 104 | -10.3% | 4.3 | 102.3 | 98.0 | -0.2 | 104
- COC(=O)c1[nH]c2ccc(Cl)cc2c1NC(=O)CN1CCc2cc(OC)c(OC)cc2C1
  3.4% | -3.9 | 164 | -70.6% | -12.1 | 60.1 | 72.2 | 3.9 | 164
- Cc1ccc(S(=O)(=O)NNC(=O)c2sccc2-n2cccc2)cc1
  -1.6% | -5.4 | 123 | -8.4% | / | / | / | 5.4 | 123
- COc1ccc(C(c2nnnn2C2CCCCC2)N2CCN(c3ccc(OC)cc3)CC2)cc1 (configuration not stated)
  4.0% | 56.6* | 136* | -80.9% | -20.4 | 89.5 | 109.8 | -56.6 | 136
- COc1ccc(OC)c(-c2cc(C(=O)NCCCn3ccnc3)no2)c1
  -24.5% | -3.3 | 106 | -11.7% | / | / | / | 3.3 | 106
- O=C(COc1ccc(Cl)cc1)NCc1nnc(SCC(=O)NCc2ccc3c(c2)OCO3)o1
  9.9% | 3.5 | 120 | 13.9% | 8.1 | 101.4 | 93.3 | -3.5 | 120
- Cc1cccc2cc(CN(CCc3ccccc3)C(=O)N3CCOCC3)c3nnnn3c12
  -3.5% | / | / | 18.3% | -22.9 | 81.1 | 104.0 | / | /
- CC(c1ccccc1)N1C(=O)NC(NC(=O)c2cccnc2)(C(F)(F)F)C1=O (configuration not stated)
  / | 17.3 | 122 | / | 2.1 | 95.6 | 93.5 | -17.3 | 122
- COc1cccc(C2CC(=O)Nc3c2c(=O)n(C)c(=O)n3C)c1OC (configuration not stated)
  -2.2% | / | / | -6.6% | 3.7 | 86.7 | 83.0 | / | /
- CC(C)CSc1nc2c(=O)[nH][nH]c(=O)c2n1Cc1ccccc1
  / | 1.8 | 111 | / | 6.9 | 88.0 | 81.1 | -1.8 | 111
- COc1ccc(Cn2nc(C)cc2C)cc1OC
  3.7% | 17.0 | 128 | -3.9% | -8.7 | 90.6 | 99.3 | -17.0 | 128
- O=C(c1ccc(-n2cccc2)cc1)N1CCOCC1
  9.0% | -2.8 | 49 | 18.1% | 4.7 | 100.1 | 95.4 | -2.3 | 136
- COc1cc(NC(=O)c2cc(-c3ccco3)on2)c(OC)cc1Cl
  -15.2% | -4.0 | 156 | -0.2% | -15.9 | 54.4 | 70.3 | 4.0 | 156
- Cc1nc2ccc(S(=O)(=O)NC(C(=O)Nc3nccs3)C(C)C)cc2s1 (configuration not stated)
  -2.2% | / | / | -62.7% | -11.7 | 95.3 | 107.0 | / | /
- Cc1ccccc1NC(=O)c1c(O)c2cccc3c2n(c1=O)CC3
  -10.9% | / | / | 29.9% | 1.2 | 66.5 | 65.3 | / | /
- COc1ccccc1N1CCN(C(=O)CCc2ccc(S(=O)(=O)NCC(C)C)cc2)CC1
  -11.5% | -4.2 | 72 | -47.8% | -4.1 | 76.6 | 80.7 | 4.2 | 72
- CN1CCN(c2nc3c(c(=O)[nH]c(=O)n3C)n2CC(N)=O)CC1
  -5.0% | 10.2 | 170 | 3.9% | -5.3 | 93.6 | 98.9 | -10.2 | 170
- Cc1cc(N2CCCCCC2)nc(-c2ccccc2O)n1
  -11.1% | 14.8 | 194 | -21.9% | -10.3 | 43.1 | 53.5 | -14.8 | 194
- COc1cccc(SCc2noc(C(=O)NC(C)C)c2C(=O)O)c1
  -5.0% | 21.9 | 176 | 1.5% | / | / | / | -21.9 | 176
- O=C(CCn1nc(-c2ccccc2)ccc1=O)N1CCOCC1
  -5.7% | 0.0 | 128 | -2.2% | -1.1 | 95.5 | 96.6 | 0.0 | 128
- COc1ccc(CNC(=O)C2CC(C)=C(C)CC2C(=O)O)cc1 (configuration not stated)
  -1.0% | -10.9 | 145 | -20.1% | 8.3 | 92.9 | 84.6 | 10.9 | 145
- CC(C)Cn1c(SCC(=O)N2CCCCC2)nc2ccccc2c1=O
  / | 4.1 | 107 | / | -2.2 | 60.6 | 62.8 | -4.1 | 107
- CC1CCN(C(=O)Nc2cccc(NC(=O)N3CCC(C)CC3)c2)CC1
  1.6% | 2.5 | 109 | 9.1% | -2.2 | 86.3 | 88.5 | -2.5 | 109

Compound activity (PubChem)
